TrxR1 substrate = qHTS Assay for Substrates of Mammalian Selenoprotein Thioredoxin Reductase 1 (TrxR1): qHTS | purified TrxR1 substrate turnover, NADPH consumption readout | 390,000 tested, 0.01% active | Potency, µM (top dose mostly 114 µM), without a hit: at the highest dose activity change, negative = substrate turnover | Thioredoxin reductase 1, cytoplasmic (Rattus norvegicus), O89049; also: potency is read from the fitted curve at half-maximal effect; % is scaled to controls: 0 for no effect and ±100 for the full control effect; nearly all actives have a fitted effect of over 50% in size
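Rat TrxR1, dispensed at 90 nM, was prereduced with 400 uM NADPH (final) for 5 min at ~22 deg C, then incubated with compound 15 min before 400 uM selenite. A first-read NADPH fluorescence drop versus no-compound background flagged substrates.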
rTrxR1 inhibitor = qHTS Assay for Inhibitors of Mammalian Selenoprotein Thioredoxin Reductase 1 (TrxR1): qHTS. Potency, µM (titrated, usually from 114 µM), inactives show top-dose activity change, negative = inhibition, hits mostly inhibitors. 390,000 tested, 1% active. recombinant rTrxR1, NADPH fluorescence consumption, selenite substrate. AID 588453, 2011. Thioredoxin reductase 1, cytoplasmic (Rattus norvegicus), O89049; also: potency is read from the fitted curve at half-maximal effect; % is scaled to controls: 0 for no effect and ±100 for the full control effect; nearly all actives have a fitted effect of over 65% in size
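Rat TrxR1 (90 nM in the dispensed reagent) was pre-reduced with 400 uM NADPH for 5 min at room temperature, then incubated with compound for 15 min. After 400 uM selenite was added, NADPH fluorescence (Ex 340/Em 450 nm) was followed for 8 min.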
USP1 inh = Inhibitors of USP1/UAF1: Primary Screen; Ubiquitin carboxyl-terminal hydrolase 1 (Homo sapiens), O94782; Potency, µM (doses to about 57.1 µM), for inactives: top-dose activity change, negative = inhibition, most hits filed as inhibitors; 390,000 tested, 0.23% active; recombinant USP1/UAF1, Ub-Rhodamine cleavage fluorescence; also: potency is read from the fitted curve at half-maximal effect; % is scaled to controls: 0 for no effect and ±100 for the full control effect; nearly all actives have a fitted effect of over 60% in size; inactives centre near -12
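High-throughput fluorogenic screen: 1nM USP1/UAF1 complex, Ub-Rho substrate 150nM final, 50mM HEPES pH 7.8 with 0.5mM EDTA, 0.1 mg/ml BSA, 1mM TCEP and 0.01% Tween-20.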
TRHR PAM = qHTS for Small Molecule Agonists and Allosteric Enhancers of Human TRH Receptor: Primary Screen for Enhancers | Thyrotropin-releasing hormone receptor (Homo sapiens), P34981 | TRHR cells, fluo-8 calcium fluorescence, EC20 TRH enhancement | enhancement, % at 2 µM | 360,000 tested, 0.66% active; in the data active = enhancement above about 30%; also: 0% is about no effect
Target sequence (P34981 whole entry, looked up): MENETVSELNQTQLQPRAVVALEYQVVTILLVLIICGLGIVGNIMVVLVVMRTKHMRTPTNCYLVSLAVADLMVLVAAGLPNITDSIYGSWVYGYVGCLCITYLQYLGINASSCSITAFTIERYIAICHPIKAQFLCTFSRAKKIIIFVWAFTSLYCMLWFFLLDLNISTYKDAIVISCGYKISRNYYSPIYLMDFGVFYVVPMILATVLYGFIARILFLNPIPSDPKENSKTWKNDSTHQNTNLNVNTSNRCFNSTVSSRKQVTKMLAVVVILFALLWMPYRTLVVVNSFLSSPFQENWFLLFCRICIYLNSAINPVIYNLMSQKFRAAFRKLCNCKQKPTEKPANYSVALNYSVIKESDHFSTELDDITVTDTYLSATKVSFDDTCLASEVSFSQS
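TRHR-expressing cells loaded with fluo-8 calcium dye were read kinetically (ex 480/em 530) during compound addition, then stimulated with an EC20 of TRH (10 nM final). Enhancement of the Gq-mediated intracellular calcium response was scored.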
D2 antagonist = HTS Assay for Allosteric Antagonists of the Human D2 Dopamine Receptor: Primary Screen for Antagonists; D(2) dopamine receptor (Homo sapiens), P14416; HEK293 TREx D2 cells, calcium flux, dopamine EC80; inhibition, % at 10 µM; 340,000 tested, 2% active; in the data active = inhibition above about 30%; also: 0% is about no effect
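In this primary screen, negative modulation is detected by tracking calcium flux after an EC80 dopamine challenge in inducible HEK293 T-REx D2 cells preexposed to test compound for 180 s.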
D2 ag = HTS Assay for Allosteric Agonists of the Human D2 Dopamine Receptor: Primary Screen for Agonists | D(2) dopamine receptor (Homo sapiens), P14416 | HEK293 T-REx D2 cells, calcium flux agonist mode | activation, % at 2 µM | 340,000 tested, 0.53% active;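 active = activation over 3 SD above normal in the single-dose calcium agonist read, cut at about 30% in these data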; also: 0% is about no effect
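Agonism scored from kinetic calcium signal (1 read/sec, 180 s) following compound pin transfer, after a 10 s baseline. Cells: HEK293 Trex line expressing inducible D2 receptor coupled to calcium, dye-loaded after overnight culture at 30 C.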
PI4K2A block = qHTS for small molecular inhibitors of PI4K2A; 420,000 tested, 0.13% active; Phosphatidylinositol 4-kinase type 2-alpha (Homo sapiens), Q9BTU6; AID 1346378, 2018; activity change, negative = inhibition, % at 76.9 µM; purified PI4K2A, ADP-Glo luminescence, 1 h; active compounds read low; in the data active = activity change below about -50%; inconclusive = mostly about -30% to -49%;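 also: -100% = wells without enzyme as full effect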
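ADP-Glo luminescence measured ADP generated by PI4K2A enzyme (4 ug/mL before mixing) with 1.2 mM PI substrate (pre-mix) and 300 microM ATP (pre-mix). Tris pH7.5 buffer with MgCl2, Triton X-100; 1 h reaction at ambient temperature.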
TRHR ag = qHTS for Small Molecule Agonists and Allosteric Enhancers of Human TRH Receptor: Primary Screen for Agonists | Thyrotropin-releasing hormone receptor (Homo sapiens), P34981 | TRHR cells, calcium flux fluo-8, FDSS agonist mode | activation, % at 2 µM | 360,000 tested, 0.18% active; in the data active = activation above about 30%; also: 0% is about no effect
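Read-out: compound-evoked intracellular calcium rise in TRHR cells, fluo-8 dye, kinetic FDSS fluorescence at 1 s/cycle following a 10-cycle baseline. Cells cultured overnight before dye loading (30 min–1.5 h, RT).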
mIDH1 inhibitor = qHTS for Inhibitors of mutant isocitrate dehydrogenase 1 (IDH1): qHTS; 390,000 tested, 0.093% active; Potency, µM (series often up to 76.6 µM), for the others: top-dose activity change, negative = inhibition, most hits filed as inhibitors; Isocitrate dehydrogenase [NADP] cytoplasmic (Homo sapiens), O75874; IDH1-R132H enzyme, NADPH consumption, diaphorase/resazurin fluorescence; AID 602179, 2012; also: potency is read from the fitted curve at half-maximal effect; % is scaled to controls: 0 for no effect and ±100 for the full control effect; nearly all actives have a fitted effect of over 65% in size
Target sequence (O75874 whole entry R132H, stated change not applied): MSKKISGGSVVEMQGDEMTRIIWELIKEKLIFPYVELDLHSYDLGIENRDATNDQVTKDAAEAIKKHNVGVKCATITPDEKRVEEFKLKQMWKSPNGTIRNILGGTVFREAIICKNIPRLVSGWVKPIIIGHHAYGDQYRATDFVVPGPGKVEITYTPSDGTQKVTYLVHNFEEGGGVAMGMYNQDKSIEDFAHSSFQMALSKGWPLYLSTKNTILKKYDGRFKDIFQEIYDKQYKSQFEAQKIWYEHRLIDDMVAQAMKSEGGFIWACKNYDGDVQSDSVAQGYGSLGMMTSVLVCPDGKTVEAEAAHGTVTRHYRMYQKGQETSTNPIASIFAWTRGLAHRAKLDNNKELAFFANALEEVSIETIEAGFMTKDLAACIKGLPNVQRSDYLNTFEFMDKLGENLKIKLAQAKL
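IDH1-R132H (0.5 ug/mL dispensed) in pH 7.5 Tris buffer was preincubated 30 min with compound, then given a substrate mix of 0.016 mM NADPH and 2 mM alpha-KG for 80 min at room temperature; remaining NADPH was read by diaphorase/resazurin fluorescence.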
* marks the source's active call; other numbers are inactive results; [ ] = remark or other dose. Unless noted, calls follow the shape of the dose curve; as a rule, active = well fitted inhibition curve with a large enough effect; inconclusive = small, poorly fitted or top-dose-only effect; inactive = no such curve, though single readings can be large or run the other way.

How did CC(C)(C)N(CC#CCC(O)(c1ccccc1)C1CCCC1)CCO (centres undefined) do in these assays?
TrxR1 substrate: 6%; rTrxR1 inhibitor: -3%[57.1 µM]; USP1 inh: -5%; TRHR PAM: 1; D2 antagonist: 0; D2 ag: 0.0; PI4K2A block: -6; TRHR ag: 0.1; mIDH1 inhibitor: 3%

Results for Cc1nnc(SCCn2c(N3CCCCCC3)nc3c2c(=O)[nH]c(=O)n3C)s1 ?
TrxR1 substrate: 21%[57.1 µM]; rTrxR1 inhibitor: -1%[57.1 µM]; USP1 inh: -8%; TRHR PAM: 11; D2 antagonist: -12; D2 ag: 0.6; PI4K2A block: 0; TRHR ag: -0.3; mIDH1 inhibitor: 6%

Results for CCOC(=O)C1=C(CC)Nc2ccccc2N=C1NC(=O)c1cccc(S(=O)(=O)N2CCCC2)c1 ?
TrxR1 substrate: 5%[57.1 µM]; rTrxR1 inhibitor: 18%[57.1 µM]; USP1 inh: -5%; TRHR PAM: -3; PI4K2A block: -7; TRHR ag: -0.3; mIDH1 inhibitor: -1%

What do the screens show for `O=C(CN(C(=O)CCC(=O)Nc1ccccn1)c1cccc(F)c1)NCc1ccc(F)cc1`?
TrxR1 substrate: 10%[0.0914 µM]; rTrxR1 inhibitor: 13%[57.1 µM]; USP1 inh: -7%; TRHR PAM: 6; PI4K2A block: 0; TRHR ag: 0.3; mIDH1 inhibitor: 1%

How did COc1ccc(NC(=S)N2CCC(N(C)CC3CCCO3)CC2)cc1 (centres undefined) do in these assays?
TrxR1 substrate: -6%; rTrxR1 inhibitor: -3%; USP1 inh: -8%; TRHR PAM: 6; D2 antagonist: 30*; D2 ag: -2.5; PI4K2A block: 4; TRHR ag: 0.1; mIDH1 inhibitor: 7%

What do the screens show for `Cc1cc(C(=O)NCCc2ccc(S(N)(=O)=O)cc2)c(C)o1`?
TrxR1 substrate: -4%; rTrxR1 inhibitor: -6%; USP1 inh: -4%; TRHR PAM: 8; D2 antagonist: 7; D2 ag: -0.1; PI4K2A block: -1; TRHR ag: 0.0; mIDH1 inhibitor: -1%

How did CN1CCc2c(sc3c2C(=O)NC(c2ccccn2)N3)C1 (centres undefined) do in these assays?
TrxR1 substrate: 82%[activator]; rTrxR1 inhibitor: inconclusive; USP1 inh: 32µM*; TRHR PAM: 9; D2 antagonist: 0; D2 ag: 0.1; PI4K2A block: -23; TRHR ag: -0.5; mIDH1 inhibitor: 9%

What do the screens show for `COc1ccc(NC(=O)c2ccc3c(c2)N(C)CCS3)cc1`?
TrxR1 substrate: 2%[57.1 µM]; rTrxR1 inhibitor: 6%[57.1 µM]; USP1 inh: -13%; TRHR PAM: -2; D2 antagonist: -2; D2 ag: 0.3; PI4K2A block: -2; TRHR ag: -0.7; mIDH1 inhibitor: 21%

Results for COc1ccc(Cl)cc1NC(=O)CSc1nc(=O)[nH]c2c1CCC2 ?
TrxR1 substrate: -3%; rTrxR1 inhibitor: -12%; USP1 inh: -8%; TRHR PAM: -4; PI4K2A block: 3; TRHR ag: 1.4; mIDH1 inhibitor: 18%

What do the screens show for `CC1=Nc2nc(N3CCCCCC3)c(C#N)c3c4c(nc(c23)N1)N(c1ccc2ccccc2c1)C(=O)C4`?
TrxR1 substrate: -6%; rTrxR1 inhibitor: 2%; USP1 inh: 4%; PI4K2A block: -9; mIDH1 inhibitor: -4%

What do the screens show for `CCNc1nc(NC(C)C)nc(Oc2ccc(OCCOc3ccc(C)cc3)nn2)n1`?
TrxR1 substrate: -1%; rTrxR1 inhibitor: 4%[57.1 µM]; USP1 inh: -6%; TRHR PAM: 6; D2 antagonist: 1; D2 ag: -0.3; PI4K2A block: 10; TRHR ag: 0.9; mIDH1 inhibitor: 2%

Results for COCCCNc1nc2c(c(=O)[nH]c(=O)n2C)n1CC(O)COc1ccc(Cl)cc1 (centres undefined) ?
TrxR1 substrate: -5%; rTrxR1 inhibitor: -1%; USP1 inh: inconclusive; TRHR PAM: 4; D2 ag: -1.5; PI4K2A block: 0; TRHR ag: -1.6; mIDH1 inhibitor: 4%

Results for COc1cccc(NC(=O)CN(C)C(=O)c2cccc(S(=O)(=O)N3CCN(c4ccc(F)cc4)CC3)c2)c1 ?
TrxR1 substrate: -7%; rTrxR1 inhibitor: 6%; USP1 inh: -21%; TRHR PAM: 3; D2 antagonist: -6; D2 ag: -0.8; PI4K2A block: -3; TRHR ag: -0.3; mIDH1 inhibitor: 8%

What do the screens show for `O=C(Cn1ncc2c3ccccc3n(Cc3ccc(Cl)cc3)c2c1=O)N1CCCCCC1`?
TrxR1 substrate: 11%; rTrxR1 inhibitor: 11%; USP1 inh: inconclusive; TRHR PAM: -5; D2 ag: 0.8; PI4K2A block: -1; TRHR ag: 1.3; mIDH1 inhibitor: 0%

What do the screens show for `COc1ccccc1NC(=O)c1cc(S(=O)(=O)N2CCC3(CC2)OCCO3)ccc1F`?
TrxR1 substrate: -1%; rTrxR1 inhibitor: 19%; USP1 inh: -11%; TRHR PAM: 2; D2 antagonist: -16; D2 ag: -0.2; PI4K2A block: -1; TRHR ag: 0.0; mIDH1 inhibitor: 8%

Results for COc1cc(/C=N/NC(=O)c2ccc(NC(=O)C3CCCCC3)cc2)ccc1O ?
TrxR1 substrate: 0%; rTrxR1 inhibitor: 17%; USP1 inh: -26%; TRHR PAM: -3; D2 antagonist: -15; D2 ag: 0.0; PI4K2A block: 3; TRHR ag: -0.1; mIDH1 inhibitor: -28%

What do the screens show for `O=C(Nc1ccc2c(c1)CCC2)c1cnc(Cl)c(Cl)c1`?
TrxR1 substrate: 7%; rTrxR1 inhibitor: 16%[57.1 µM]; USP1 inh: -20%; TRHR PAM: -14; D2 antagonist: 3; D2 ag: -0.1; PI4K2A block: -2; TRHR ag: 0.3; mIDH1 inhibitor: 15%

Results for COc1ccc(NC(=O)CN2C(=O)c3cccc4cccc2c34)c(OC)c1 ?
TrxR1 substrate: 12%[57.1 µM]; rTrxR1 inhibitor: 3%[57.1 µM]; USP1 inh: -19%; TRHR PAM: -4; D2 antagonist: -9; D2 ag: 0.0; PI4K2A block: 2; TRHR ag: -0.9; mIDH1 inhibitor: 6%

What do the screens show for `CCc1c(C(=O)c2ccc(Cl)cc2)oc2c(C)c3oc(=O)cc(C)c3cc12`?
TrxR1 substrate: -6%; rTrxR1 inhibitor: -10%; USP1 inh: -13%; TRHR PAM: 7; D2 antagonist: -3; D2 ag: 0.3; PI4K2A block: 0; TRHR ag: 0.0; mIDH1 inhibitor: 9%

Results for Nc1nnc(SCc2cccnc2)s1 ?
TrxR1 substrate: 2%[57.1 µM]; rTrxR1 inhibitor: 14%[57.1 µM]; USP1 inh: -6%; TRHR PAM: -9; D2 antagonist: -14; D2 ag: 0.9; PI4K2A block: -8; TRHR ag: -0.6; mIDH1 inhibitor: 3%

What do the screens show for `C=CCN(CC=C)C(=O)c1cccc(S(=O)(=O)N2c3ccccc3CC2C)c1` (centres undefined)?
TrxR1 substrate: -6%; rTrxR1 inhibitor: 3%; USP1 inh: -8%; TRHR PAM: -4; D2 antagonist: -9; D2 ag: -1.3; PI4K2A block: 3; TRHR ag: -0.6; mIDH1 inhibitor: 0%

What do the screens show for `O=C(c1cc(Br)ccc1Cl)N1CCCC1`?
TrxR1 substrate: -3%[57.1 µM]; rTrxR1 inhibitor: 3%[57.1 µM]; USP1 inh: -5%; TRHR PAM: -1; D2 antagonist: 7; D2 ag: -0.3; PI4K2A block: 2; TRHR ag: 0.1; mIDH1 inhibitor: -6%

What do the screens show for `O=[N+]([O-])c1ccc(/C=N/Nc2ccnc3cc(Cl)ccc23)o1`?
TrxR1 substrate: -1%; rTrxR1 inhibitor: inconclusive; USP1 inh: -24%; TRHR PAM: 0; D2 antagonist: 6; D2 ag: 2.1; PI4K2A block: -8; TRHR ag: 3.2; mIDH1 inhibitor: 5%

What do the screens show for `Cc1ccnc(NC(=O)C2CC(=O)N(Cc3ccccc3)C2)c1` (centres undefined)?
TrxR1 substrate: -6%[57.1 µM]; rTrxR1 inhibitor: 15%; USP1 inh: -11%; TRHR PAM: 4; D2 antagonist: 29; D2 ag: -0.5; PI4K2A block: -3; TRHR ag: 1.1; mIDH1 inhibitor: 0%

Results for COc1ccc([N+](=O)[O-])cc1NC(=O)COC(=O)C=C(C)C ?
TrxR1 substrate: 4%; rTrxR1 inhibitor: 15%; USP1 inh: -19%; TRHR PAM: -2; D2 antagonist: -32; D2 ag: 0.4; PI4K2A block: -2; TRHR ag: -0.3; mIDH1 inhibitor: -5%

Results for Cc1ccc(N(CC(=O)Nc2ccc(C)c(Cl)c2)S(=O)(=O)c2cccs2)cc1 ?
TrxR1 substrate: -5%; rTrxR1 inhibitor: -1%; USP1 inh: -20%; TRHR PAM: 1; D2 ag: 0.1; PI4K2A block: 2; TRHR ag: 1.4; mIDH1 inhibitor: -1%

Screens as filed in PubChem BioAssay.

Rows were taken by chance. Share with any hit: about 3.9%.
